EPAC2 antagonist: qHTS for Antagonist of cAMP-regulated guanine nucleotide exchange factor 2 (EPAC2): primary screen | Rap guanine nucleotide exchange factor 4 (Homo sapiens), Q8WZA2 | EPAC2 GEF exchange of Rap1B-BODIPY-GDP, fluorescence | Potency, µM (doses to about 114 µM), for the others: at the highest dose activity, negative = inhibition, hits mostly inhibitors | actives 0.18% (n = 360,000); also: potency is read from the fitted curve at half-maximal effect; % is scaled to controls: 0 for no effect and ±100 for the full control effect; nearly all actives have a fitted effect of over 45% in size; many of its hits are not listed in these tables
Target sequence (Q8WZA2 whole entry, looked up): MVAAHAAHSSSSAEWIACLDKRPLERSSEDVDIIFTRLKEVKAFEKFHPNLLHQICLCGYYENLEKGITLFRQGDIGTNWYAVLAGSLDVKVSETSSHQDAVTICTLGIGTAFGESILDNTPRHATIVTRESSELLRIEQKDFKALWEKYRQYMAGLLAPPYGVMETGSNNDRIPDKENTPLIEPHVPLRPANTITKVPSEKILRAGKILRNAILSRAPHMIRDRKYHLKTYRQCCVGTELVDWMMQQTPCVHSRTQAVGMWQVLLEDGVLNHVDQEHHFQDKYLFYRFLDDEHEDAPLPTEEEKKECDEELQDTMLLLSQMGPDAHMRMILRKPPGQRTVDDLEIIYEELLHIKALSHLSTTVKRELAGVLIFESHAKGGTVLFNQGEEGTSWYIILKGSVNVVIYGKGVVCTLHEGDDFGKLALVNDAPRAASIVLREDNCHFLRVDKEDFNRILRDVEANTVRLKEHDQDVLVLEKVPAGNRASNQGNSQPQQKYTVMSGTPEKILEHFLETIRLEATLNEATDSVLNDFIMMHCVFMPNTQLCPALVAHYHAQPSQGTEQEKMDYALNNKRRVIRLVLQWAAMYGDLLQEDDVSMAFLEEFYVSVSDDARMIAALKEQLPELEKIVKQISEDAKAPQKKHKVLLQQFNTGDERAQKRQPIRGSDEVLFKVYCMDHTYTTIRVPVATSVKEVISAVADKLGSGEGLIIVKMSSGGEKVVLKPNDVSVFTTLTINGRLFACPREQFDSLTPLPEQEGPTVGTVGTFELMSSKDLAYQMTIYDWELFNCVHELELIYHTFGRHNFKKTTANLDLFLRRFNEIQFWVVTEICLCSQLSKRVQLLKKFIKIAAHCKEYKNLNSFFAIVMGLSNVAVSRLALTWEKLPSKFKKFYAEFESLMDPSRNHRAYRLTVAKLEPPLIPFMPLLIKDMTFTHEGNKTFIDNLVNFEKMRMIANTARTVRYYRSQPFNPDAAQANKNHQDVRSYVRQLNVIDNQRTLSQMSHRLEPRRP
aSyn yeast inh: qHTS of alpha-syn Inhibitors. Yeast expressing alpha-synuclein, growth rescue, BacTiter-Glo, 24 h. Potency, µM (titrated, usually from 46.1 µM), without a hit: at the highest dose growth rescue (activation), most hits filed as activators. actives 0.14% (n = 370,000). AID 652106, 2013; also: potency is read from the fitted curve at half-maximal effect; % of control where 0% means no effect; nearly all actives have a fitted effect of over 65% in size
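Readout is rescue of growth in alpha-synuclein-expressing yeast, so inhibitors of toxicity appear as activators. Growth after 24 hr at 30 deg C in galactose medium is quantified by luminescence.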
TDP43 rescue: qHTS of TDP-43 Inhibitors | TDP-43 expressing yeast growth rescue, BacTiter-Glo, 24 h | Potency, µM (series often up to 46.1 µM), for the others: at the top dose growth rescue (activation), actives largely listed as activators | actives 1.8% (n = 410,000) | AID 652104, 2013; also: potency is read from the fitted curve at half-maximal effect; % of control where 0% means no effect; nearly all actives have a fitted effect of over 50% in size
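Luminescence from BacTiter-Glo reports growth of TDP-43-expressing yeast after 24 hr at 30 deg C with compound. Cells were raffinose-pregrown to mid-log, then seeded in galactose medium at OD600=0.02.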
EPAC2 ag: qHTS for Agonist of cAMP-regulated guanine nucleotide exchange factor 4 (EPAC2): primary screen; EPAC2 activation, biochemical qHTS; response scale: 100% = 6.5 mM cAMP response; AID 720711, 2013; actives 0.079% (n = 360,000); Rap guanine nucleotide exchange factor 4 (Homo sapiens), Q8WZA2; Potency, µM (doses to about 154 µM), for inactives: at the top dose activation, actives largely listed as activators; also: potency is read from the fitted curve at half-maximal effect; nearly all actives have a fitted effect of over 50% in size
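Readout is BODIPY fluorescence (480 nm excitation, 540 nm emission), which falls as labeled GDP is exchanged off Rap1B. EPAC2 at 100 nM acted on 250 nM RAP1B-BODIPY-GDP with 50 uM GDP present.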
DRD3 antagonist: qHTS of D3 Dopamine Receptor Antagonist: qHTS. D(3) dopamine receptor (Homo sapiens), P35462. D3R cells, DiscoveRx beta-arrestin luminescence, antagonist mode; hits give low values. max response, negative = inhibition, %. actives 2.5% (n = 360,000); in the data active = max response below about -50%; inconclusive = no clear call, values can overlap the other calls; also: % is scaled to controls: 0 for no effect and ±100 for the full control effect; mostly tested at two doses, the higher about 12 µM
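Cells plated overnight at 1500 cells/well, then exposed to library compounds with dopamine controls for 90 minutes at 37 degrees C. DiscoveRx reagent added for 30–60 minutes at room temperature; luminescence read, quantitative HTS format.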
Abeta yeast res: qHTS for compounds that reverse cellular toxicity of Amyloid beta (A-beta) peptide in yeast: Primary Screen | yeast expressing A-beta42, growth rescue, OD600, 48 h; response scale: 0% DMSO, 100% iron-clioquinol control | Potency, µM (highest dose often 46.1 µM), for inactives: at the highest dose growth rescue, hits mostly activators | actives 0.063% (n = 410,000) | AID 1347071, 2019; also: potency is read from the fitted curve at half-maximal effect; nearly all actives have a fitted effect of over 55% in size
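Growth rescue measured by 600 nm absorbance after 48 h yeast culture at 30 C with compound. Values normalized between DMSO and an equimolar ferric chloride plus clioquinol control.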
DRD3 agonist: qHTS of D3 Dopamine Receptor Agonist: qHTS; D3R DiscoveRx beta-arrestin cells, luminescence, 90 min; AID 652048, 2013; actives 0.58% (n = 410,000); D(3) dopamine receptor (Homo sapiens), P35462; max activation, %; in the data active = max activation above about 30%; also: 0% is about no effect; mostly tested at two doses, the higher about 12 µM
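Cells at 1500/well, incubated overnight, then treated with pinned compounds (dopamine as control) for 90 min at 37 degrees C. DiscoveRx reagent added for 30 - 60 minutes at room temperature; luminescence read.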
FUS yeast rescue: qHTS for Suppressors of FUS Proteinopathy: Primary screen using FUS-linked yeast assay; S. cerevisiae FUS-expressing, growth rescue, OD600, 24 h; Potency, µM (series often up to 76.6 µM), for the others: at the highest dose growth rescue (activation), most hits filed as activators; actives 0.24% (n = 390,000); AID 1347120, 2019;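 also: potency is read from the fitted curve at half-maximal effect; plate controls were DMSO vehicle for no effect and reference control for full effect; nearly all actives have a fitted effect of over 55% in size; some results filed as inactive show a strong effect at the top dose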
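Galactose (2%) drives FUS expression in yeast precultured in raffinose; seeding density OD 0.005. Test compounds incubated 24hr at 30C and 99% humidity before absorbance at 600 nm was measured.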
* marks the source's active call; other numbers are inactive results; u = inconclusive; x = not tested or not shown; & = joins results of further samples; [ ] = dose if it differs, or a comment. Unless noted, calls follow the shape of the dose curve; as a rule, active = well fitted curve in the direction sought with a large enough effect; inconclusive = small, poorly fitted or top-dose-only effect, or another doubt; inactive = no such curve, though single readings can be large; an effect the other way counts as inactive or inconclusive. A portion of the library; rates above refer to the full screens.

SMILES	EPAC2 antagonist	aSyn yeast inh	TDP43 rescue	EPAC2 ag	DRD3 antagonist	Abeta yeast res	DRD3 agonist	FUS yeast rescue
COC(=O)C12OCC34C(CC5C(C)=C(O)C(=O)CC5(C)C3C(O)C1O)OC(=O)C(OC(=O)/C=C(\C)C(C)C)C24 (stereo not given)	12%	u	u	-3%	1	-22%	-17	x
NC(=O)Nc1cccc(C(F)(F)F)c1	2%	-12%	28%	-6%	6	15%	0	14%
CC(C)CN1CCN(Cc2ccc(F)cc2Cl)CC1CCO (stereo not given)	-5%	1%	-13%	-1%	u	9%	-21	-5%
CN(C)CCOC(=O)c1cn(Cc2ccccc2)c2ccccc12	-2%	9%	-8%	0%	0	-10%	-1	8%
Cc1cccc(-c2nc(CN3C(=O)CN=C(c4ccccc4)c4ccccc43)c(C)o2)c1	x	x	35µM*	x	x	-26%	8	45%
O=Cc1c(C(=O)O)n(Cc2ccccc2F)c2ccccc12	2%	6%	-24%	-9%	-1	-8%	-4	5%
S=P(N1CCOCC1)(N1CC1)N1CC1	-2%	-2%	1%	5%	-1	9%	34*	-20%
CC(=NNC(=S)N1CC2CCC(CC2)C1)c1nccs1	6%	-72%[inhibitor]	u	6%	0	-72%[inhibitor]	0	x
O=C(O)C1(c2ccc(Cl)cc2)CCC1	-5%	-1%	20%	2%	14	21%	-2	-18%
O=C1NC(=O)C(=Cc2ccc(Oc3ccc([N+](=O)[O-])cc3)cc2)C(=O)N1	0%	-1%	16µM*	10%	-23	15%	-5	11%
C[C@@H]1NCCc2cc(O)c(O)cc21	3%	2%	0%	2%	-74*	-15%	-75	-17%
c1cc2c(cc1[C@H]1OC[C@H]3[C@@H]1CO[C@@H]3c1ccc3c(c1)OCO3)OCO2	-17%	0%	11µM*	12%	21	-22%	-2	-19%

Ordered by molar mass (rising): some entries from above
SMILES	EPAC2 antagonist	aSyn yeast inh	TDP43 rescue	EPAC2 ag	DRD3 antagonist	Abeta yeast res	DRD3 agonist	FUS yeast rescue
C[C@@H]1NCCc2cc(O)c(O)cc21	3%	2%	0%	2%	-74*	-15%	-75	-17%
NC(=O)Nc1cccc(C(F)(F)F)c1	2%	-12%	28%	-6%	6	15%	0	14%
O=C(O)C1(c2ccc(Cl)cc2)CCC1	-5%	-1%	20%	2%	14	21%	-2	-18%
S=P(N1CCOCC1)(N1CC1)N1CC1	-2%	-2%	1%	5%	-1	9%	34*	-20%
O=Cc1c(C(=O)O)n(Cc2ccccc2F)c2ccccc12	2%	6%	-24%	-9%	-1	-8%	-4	5%
CC(=NNC(=S)N1CC2CCC(CC2)C1)c1nccs1	6%	-72%[inhibitor]	u	6%	0	-72%[inhibitor]	0	x
CN(C)CCOC(=O)c1cn(Cc2ccccc2)c2ccccc12	-2%	9%	-8%	0%	0	-10%	-1	8%
CC(C)CN1CCN(Cc2ccc(F)cc2Cl)CC1CCO (stereo not given)	-5%	1%	-13%	-1%	u	9%	-21	-5%
O=C1NC(=O)C(=Cc2ccc(Oc3ccc([N+](=O)[O-])cc3)cc2)C(=O)N1	0%	-1%	16µM*	10%	-23	15%	-5	11%
c1cc2c(cc1[C@H]1OC[C@H]3[C@@H]1CO[C@@H]3c1ccc3c(c1)OCO3)OCO2	-17%	0%	11µM*	12%	21	-22%	-2	-19%
Cc1cccc(-c2nc(CN3C(=O)CN=C(c4ccccc4)c4ccccc43)c(C)o2)c1	x	x	35µM*	x	x	-26%	8	45%
COC(=O)C12OCC34C(CC5C(C)=C(O)C(=O)CC5(C)C3C(O)C1O)OC(=O)C(OC(=O)/C=C(\C)C(C)C)C24 (stereo not given)	12%	u	u	-3%	1	-22%	-17	x

Continuation:
SMILES	EPAC2 antagonist	aSyn yeast inh	TDP43 rescue	EPAC2 ag	DRD3 antagonist	Abeta yeast res	DRD3 agonist	FUS yeast rescue
Cc1cccc(N2C(=O)NC(=O)/C(=C\c3ccc(N4CCOCC4)cc3)C2=O)c1	-2%	-14%	3%	5%	15	-8%	-4	25%
CCCCCCn1c(O)c(C=Nc2ccccc2N2CCOCC2)c(=O)[nH]c1=S	-9%	-5%	5%	-7%	-1	-3%	3	-19%
COc1ccc(NC(=O)CCn2cc(C)c3ccccc32)cc1	-17%	-4%	u	11%	-20	7%	-18	6%
Cc1ccc2c(c1)c(=O)c1c3n2CCN(CC2CO2)C3CC1 (stereo not given)	12%	1%	-16%	3%	1	-6%	-3	u
O=C(N/N=C/c1c(O)n(C2CCCCC2)c(=S)[nH]c1=O)c1ccccc1O	-9%	-10%	13%	-8%	10	-67%[inhibitor]	-2	-17%
CN1CC2CN(Cc3ccccc3)S(=O)(=O)C2C1 (stereo not given)	10%	u	19%	-1%	u	-14%	0	-2%
O=C(CCC(=O)N1CC2C[C@@H](C1)Cn1c2cccc1=O)NCCc1ccccc1	-4%	1%	25%	4%	19	-12%	8	2%
NC(Cc1ccc(F)cc1)c1csc(Nc2ccccn2)n1 (stereo not given)	1%	-8%	-8%	-4%	0	-12%	-9	-8%
CC(C)OP(=O)(OC(C)C)C(NCc1ccccc1)c1ccccc1 (stereo not given)	-1%	-4%	-10%	1%	-11	24%	-7	31%
CC1OC(OC2C(O)CC(OC3C(O)CC(OC4CCC5(C)C(CCC6C5CCC5(C)C(C7=CC(=O)OC7)C(O)CC65O)C4)OC3C)OC2C)CC(O)C1O (stereo not given)	15%	-11%	7%	12%	19	-10%	-10	x
CCOc1ccc(CN2CCCC(C(=O)c3ccccc3OC)C2)cc1 (stereo not given)	2%	2%	3%	-2%	-81*	16%	-23	16%
CCC(=O)Nc1ccc(Cl)c(Cl)c1	-17%	-29%	u	1%	3	-25%	17	-25%
COc1ccccc1OCCCn1cc(C(C)=O)c2ccccc21	-26%	0%	u	5%	-19	3%	-7	14%
Cn1cccc1/C=C1/C(=O)NC(=O)N(C(C)(C)C)C1=O	3%	0%	4%	4%	11	12%	-11	2%
CCN1CC=C(c2c[nH]c3ccccc23)CC1	3%	-2%	-9%	4%	-71*	-1%	-13	-17%
CC(C)Oc1ccc(C2C(C#N)=C(N)Oc3c2c(=O)oc2ccccc32)cc1 (stereo not given)	-1%	0%	0%	-20%	-4	9%	-1	-20%
CCOC(=O)c1nc2ccccc2c(=O)n1-c1cccc(C)c1	0%	1%	12%	-5%	0	7%	3	-4%
O=[N+]([O-])c1c(Cl)c(Cl)c(Cl)c(Cl)c1Cl	1%	-4%	-6%	5%	-4	-2%	2	-11%
FC(F)(F)c1cccc(-n2nnnc2C2(N3CCOCC3)CCCCC2)c1	-7%	5%	27%	-9%	-22	13%	0	12%
Cc1cc(C=C2C(=O)N(C)C(=O)N(C)C2=O)c(C)n1-c1ccccc1	1%	3%	18%	5%	10	5%	2	16%
CCOC(=O)c1c(-c2ccccc2)oc2ccc(OC(=O)N(C)C)cc12	u	3%	7%	8%	-7	-2%	0	u
COC(=O)C1=C(c2ccc(F)cc2OCc2ccccc2)C[C@@H]2CC[C@H]1N2C(=O)NCCN1CCOCC1	5%	1%	-10%	3%	-9	-13%	-24	9%
COc1cc(C(O)CNC(C)C)cc(F)c1OC (stereo not given)	16%	x	x	9%	x	-9%	x	-14%
CCOC(=O)c1ccc(N2C(=O)CC(N3CCC(O)(c4ccc(Cl)cc4)CC3)C2=O)cc1 (stereo not given)	4%	15%	5.6µM*	-6%	17	-13%	2	30%
O=C1NC(=O)C(CCc2ccncc2)(Cc2ccc([N+](=O)[O-])cc2)C(=O)N1	10%	2%	5%	-11%	6	6%	-3	6%
COC(COC(N)=O)C1=C(N2CC2)C(=O)C(C)=C(N2CC2)C1=O (stereo not given)	-3%	-6%	8%	6%	-1	-12%	-10&-5	x
COc1cc(/C=C/c2nc3ccccc3c(=O)n2-c2ccccc2O)ccc1O	-26%	0%	-11%	2%	3	-12%	12	24%
CCC1CCCCN1P(=O)(c1ccc(C)o1)C(C)(C)C (stereo not given)	16%	2%	-15%	3%	1	7%	8	24%
COc1ccc(-c2nn(CCC#N)cc2C(=O)Nc2ccccc2)cc1OC	3%	2%	-3%	2%	3	-9%	7	-3%
COc1ccc(C(=O)Cn2c(NCCCl)nc3ccccc32)cc1	1%	3%	19%	5%	3	14%	-11	-18%
Cc1cccc2nc(-c3ccccc3)c(-c3ccc(CN4CCC(n5c(=O)[nH]c6ccccc65)CC4)cc3)nc12	10%	-37%[inhibitor]	16%	9%	u	2%	-17	u
Cc1c(N)c(C)c([N+](=O)[O-])c(C)c1[N+](=O)[O-]	7%	-2%	u	4%	2	27%	-1	-6%
CN(C)Cc1c[nH]c2ccccc12	3%	1%	5%	0%	-21	1%	-12	-19%
C[C@@H]1CC[C@@]2(NC1)O[C@H]1C[C@H]3[C@@H]4CC=C5C[C@@H](O)CC[C@]5(C)[C@H]4CC[C@]3(C)[C@H]1[C@@H]2C	0%	-8%	26%	0%	0	-26%	3	-27%
CCc1ccccc1NC(=O)CSc1nnc([C@@H](N)Cc2c[nH]c3ccccc23)o1	-7%	6%	22%	-3%	-1	15%	2	x
CCC(NC(=O)OC(C)(C)C)C(=O)Oc1cc(C)cc2oc(=O)c3c(c12)CCC3 (stereo not given)	4%[57.1 µM]	8%	15%	-8%	1	6%	-2	6%
COc1ccc(N2CCN(C(CNC(=O)Oc3ccccc3)c3cccnc3)CC2)cc1 (stereo not given)	4%	1%	2%	0%	12	18%	15	5%
COc1cc(/C=N/NP(=S)(c2ccccc2)c2ccccc2)ccc1O	-4%	2%	24%	12%	-21	13%	5	26%
COC(=O)Nc1ccc(N=C(N)N[N+](=O)[O-])cc1	3%	-1%	-23%	-2%	-4	-5%	24	3%

Source: PubChem
